Compound activity from PubChem BioAssay.
RPL19A-GFP yeast: modulators of TOR pathway RPL19A-GFP in S. cerevisiae; AID 2025; S. cerevisiae RPL19A-GFP strain, flow cytometry, 3 h; hits give low values; 330,000 compounds, 0.3% hits; percent response vs DMSO, % at 10 µM;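 active = percent response vs DMSO below 50%; inconclusive = fewer than 70 events counted for the yeast strain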;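 also: median channel GFP fluorescence of the barcoded RPL19A-GFP strain; ratio of sample median GFP to plate DMSO average so 100% = DMSO; lower means less RPL19A-GFP as with rapamycin TOR inhibition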
Yeast superoxide: lowers age-related superoxide in aged yeast cells | 330,000 compounds, 0.18% hits | AID 2690 | S. cerevisiae aged cells, superoxide DHE fluorescence; hits give low values | superoxide response (% of plate mean), % at 10 µM;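 active = superoxide response under a set limit, about three screen SD below normal, cut at about 65% in these data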;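 also: yeast aged for seven days with compound at 30 °C before DHE staining; 100% = average MFI of all compound-treated wells on the plate with controls excluded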
MEP2-GFP yeast: modulators of TOR pathway MEP2-GFP in S. cerevisiae; S. cerevisiae MEP2-GFP strain, flow cytometry GFP, 3 h; 100% = DMSO control level; GFP response vs DMSO, % at 10 µM; 330,000 compounds, 0.51% hits;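 active = GFP response versus DMSO above a set limit, roughly screen mean plus 3 SD, cut at about 180% in these data; inconclusive = fewer than 70 cells counted for a yeast strain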;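 also: median GFP fluorescence of the barcode-gated MEP2-GFP cells per well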
LAP4-GFP MLPCN: modulators of TOR pathway LAP4-GFP in S. cerevisiae; GFP response vs DMSO, % at 10 µM; S. cerevisiae LAP4-GFP multiplex, flow cytometry GFP, 3 h; median GFP as percent of DMSO wells; 320,000 compounds, 0.34% hits;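 active = GFP response vs DMSO above a set limit, about the screen mean plus 3 SD, cut at about 150% in these data; inconclusive = under 70 cell events counted for the yeast strain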
AHR act: activates the human aryl hydrocarbon receptor; P35869; AHR-responsive luciferase reporter cells, luminescence; activation, % at 5 µM; 320,000 compounds, 2.5% hits; AID 2796; in the data active = activation above about 47%;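 also: 0% = vehicle wells and 100% = reference agonist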
proCasp3 act: procaspase-3 (human) activation | AID 463141 | 330,000 compounds, 0.11% hits | activation, % at 8.5 µM | P42574 | recombinant procaspase-3 D3A, Ac-DEVD-pNA absorbance 405 nm;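 active = activation above the mean of all tested compounds plus 3 SD, cut at about 21% in these data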;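 also: 0% = DMSO alone and 100% = DMSO wells spiked with extra 5 µM PC-3 D3A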
Target sequence (P42574 whole entry D9A/D28A/D175A): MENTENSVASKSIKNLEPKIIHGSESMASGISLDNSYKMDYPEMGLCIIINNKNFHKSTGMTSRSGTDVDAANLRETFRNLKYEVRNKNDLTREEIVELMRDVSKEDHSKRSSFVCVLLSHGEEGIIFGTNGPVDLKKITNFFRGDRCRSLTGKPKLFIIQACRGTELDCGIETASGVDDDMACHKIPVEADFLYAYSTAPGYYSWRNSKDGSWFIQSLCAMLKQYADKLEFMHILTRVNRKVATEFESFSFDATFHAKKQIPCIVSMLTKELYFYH
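Compound: 8.5 µM single point, 0.8% DMSO / Material: Autoprocessing-dead procaspase-3 D3A mutant enzyme / Timing: 1 h preincubation plus 2 h reaction at 25 °C / Medium: Zinc-free HEPES/NaCl buffer with 0.01% Triton X-100 at pH 7.4 / Technique: 405 nm absorbance of p-nitroaniline, reads at 0 and 120 min / Repeats: one well per compound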
proCasp7 act: activates human procaspase-7, counter-screen for procaspase-3 activators; P55210; recombinant procaspase-7, Ac-DEVD-pNA absorbance 405 nm; D23A/D198A/D206A triple mutant, cannot self-cleave; scale: DMSO 0, 5 µM enzyme 100; activation, % at 8.5 µM; 330,000 compounds, 0.093% hits;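 active = percent activation above the screen-wide mean plus 3 SD, cut at about 25% in these data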
Target sequence (P55210 whole entry D23A/D198A/D206A): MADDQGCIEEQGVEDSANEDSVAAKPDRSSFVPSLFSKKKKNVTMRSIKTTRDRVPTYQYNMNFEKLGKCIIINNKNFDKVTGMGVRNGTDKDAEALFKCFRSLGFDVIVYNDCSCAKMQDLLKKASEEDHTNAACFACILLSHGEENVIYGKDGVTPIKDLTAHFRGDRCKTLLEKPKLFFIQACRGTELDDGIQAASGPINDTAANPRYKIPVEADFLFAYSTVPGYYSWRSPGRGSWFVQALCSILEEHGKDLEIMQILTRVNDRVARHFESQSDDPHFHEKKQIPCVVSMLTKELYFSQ
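Assay system: Uncleavable procaspase-7 mutant enzyme / Input: 2 µM procaspase-7 mutant as dispensed / Dosing: single nominal 8.5 µM compound dose, 0.8% DMSO final / Timing: 1 h enzyme–compound preincubation and 2 h substrate reaction, both 25 °C / Detection: p-Nitroaniline absorbance at 405 nm, read at 0 and 120 min / Replication: singlicate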
GASC-1 inh: human JMJD2C demethylase inhibition; Q9H3R0; GST-JMJD2C(1-420) H3K9me3 demethylation, DELFIA europium; inhibition, % at 2.35 µM; 330,000 compounds, 0.069% hits; AID 2099;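 active = more than half of a compound's replicate wells show inhibition beyond 50%, single wells judged on their own value; inconclusive = some, but no more than half, of replicates pass 50% inhibition; inactive = no replicate passes 50% inhibition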;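 also: signal counts dimethyl H3K9 product captured on neutravidin plate; 0% = median of DMSO wells and 100% = 0.3 times that DMSO median; strong numbers were not always called active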
Target sequence (Q9H3R0 1-420 limits assumed): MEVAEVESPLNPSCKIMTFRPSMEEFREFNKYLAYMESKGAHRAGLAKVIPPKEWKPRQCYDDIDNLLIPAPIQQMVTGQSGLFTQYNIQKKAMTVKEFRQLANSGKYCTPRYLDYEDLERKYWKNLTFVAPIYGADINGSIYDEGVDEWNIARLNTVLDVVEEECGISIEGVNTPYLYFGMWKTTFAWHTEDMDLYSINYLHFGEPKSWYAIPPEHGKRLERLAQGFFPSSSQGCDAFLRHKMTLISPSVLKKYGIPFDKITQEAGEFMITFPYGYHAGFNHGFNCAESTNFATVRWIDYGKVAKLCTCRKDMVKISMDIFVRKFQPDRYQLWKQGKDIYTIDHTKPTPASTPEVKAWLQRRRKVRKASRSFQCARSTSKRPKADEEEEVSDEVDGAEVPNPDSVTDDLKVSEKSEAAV
Active calls of the source: *; i = inactive; ? = inconclusive; . = no result given; & = joins results of further samples; [ ] = dose if it differs, or a comment.

SMILES	RPL19A-GFP yeast	Yeast superoxide	MEP2-GFP yeast	LAP4-GFP MLPCN	AHR act	proCasp3 act	proCasp7 act	GASC-1 inh
CCCCOC(=O)CCc1c(C)[nH]c(=O)c(C#N)c1C	106	86	107	105	1	-5	5	1
COc1ccc(CCNC(=O)COc2ccc(-c3ccccc3)cc2)cc1OC	99	102	104	100	-1	-1	-2	5
Cc1ccc(C)c(S(=O)(=O)NCc2ccc(C(=O)N3CCCCC3C)cc2)c1 (stereo not drawn)	104	98	103	97	-1	2	2	4
CN(CC(=O)Nc1cccc(F)c1)C(=O)c1cc([N+](=O)[O-])ccc1N1CCCCC1	103	103	106	111	7	-14	-12	0
CC(C)(C)OC(=O)N1CC=C2C(C#N)=C(N)C(C#N)(C#N)C(c3cccs3)C2C1 (stereo not drawn)	96	94	100	98	11	3	-18	-2
Cc1cc(C(F)(F)F)c(C#N)c(SCC(=O)NC2CC2)n1	102	85	103	96	-4	-7	11	-3
Cn1cccc1C(=O)NC(=O)COC(=O)CNC(=O)CNC(=O)c1ccc(Cl)cc1Cl	99	100	101	108	23	-9	-11	6
CCc1nc2ccccc2c(=O)n1NC(=O)c1c(O)c2ccccc2[nH]c1=O	95	97	84	79	1	1	3	1
C/C(=N\OCC(=O)Nn1c(C)nc2ccccc2c1=O)c1ccccc1	107	90	124	101	-4	6	-8	-10
O=C(CN(Cc1cccs1)C(=O)CNS(=O)(=O)c1ccc(F)cc1)NCc1ccco1	95	102	102	95	0	4	-6	-17&7

2 compounds picked at random from the list so far:
SMILES	RPL19A-GFP yeast	Yeast superoxide	MEP2-GFP yeast	LAP4-GFP MLPCN	AHR act	proCasp3 act	proCasp7 act	GASC-1 inh
CCc1nc2ccccc2c(=O)n1NC(=O)c1c(O)c2ccccc2[nH]c1=O	95	97	84	79	1	1	3	1
Cc1ccc(C)c(S(=O)(=O)NCc2ccc(C(=O)N3CCCCC3C)cc2)c1 (stereo not drawn)	104	98	103	97	-1	2	2	4

Following part
SMILES	RPL19A-GFP yeast	Yeast superoxide	MEP2-GFP yeast	LAP4-GFP MLPCN	AHR act	proCasp3 act	proCasp7 act	GASC-1 inh
Cc1sc2nc(CN3CCOCC3)[nH]c(=O)c2c1-c1ccccc1	100	94	91	91	12	-3	-10	-8
CC(C)Cc1nc2n[nH]c(N)c2c2c1CCC2	109	95	102	109	1	1	12	-9
O=C1[C@@H]2[C@@H]3C[C@@H]([C@H]4ON=C(c5ccc(Cl)cc5)[C@@H]34)[C@@H]2C(=O)N1c1ccc2c(c1)OCO2	102	101	102	107	7	4	1	-10
CCCCc1nc2cc(C(=O)NCCc3cnn(C)c3)ccc2o1	106	89	108	98	5	-7	2	-5
CC(NC(=O)C(=O)NN=C1CCC(C(C)(C)C)CC1)c1ccccc1 (stereo not drawn)	105	118	107	104	0	3	4	8
O=C(O)c1ccccc1SCc1cn2ccccc2n1	100	103	104	96	8	9	17	-2
O=C(COC(=O)C1=COCCO1)Nc1ccc(Oc2ccccc2)cc1	113	106	110	83	-1	2	4	4
CN(CC(=O)NCCc1ccc(Cl)cc1)S(=O)(=O)c1cccs1	20*[may fluoresce violet]	91	?	?	0	5	-8	-7
CC(C)c1nc(SCC(=O)NCC2CCCO2)c2c(=O)n(C)c(=O)n(C)c2n1 (stereo not drawn)	101	118	103	114	-1	1	10	5
O=C(Nc1cccc(-c2nc3ccccc3s2)c1)c1ccc2c(c1)OCO2	97	87	94	94	15	1	7	1
COc1ccc(C(=O)/C=C/c2cccc(OCc3ccccc3)c2)cc1CSCC(=O)O	102	103	100	90	2	-1	-10	38
CN(CC(=O)NCCCN1CCOCC1)S(=O)(=O)c1cc(Cl)ccc1Cl	106	104	92	62	.	.	.	-1
Cc1cc(-c2onc(C)c2C(=O)Nc2ccc(C(F)(F)F)cc2)no1	100	115	102	109	84*	3	-9	8
COc1cccc(NC(=O)CC2C(=O)NC3CCCCC3N2C(=O)c2ccc(F)cc2)c1 (stereo not drawn)	97	89	107	96	-1	3	8	-7
CCSc1nc2c(cnn2-c2ccccc2)c(=O)n1N	95	115	95	108	-7	-7	13	4
COc1ccccc1OCCNC(=O)c1c(-c2ccccc2Cl)noc1C	99	110	99	94	3	0	5	.
COc1ccc(OC)c(NC(=O)c2cccnc2)c1	104	105	104	86	7	2	17	-9
O=C(CCc1nc(-c2ccccc2F)no1)NCc1ccco1	93	99	97	91	-1	2	7	0
Cc1ccc(S(=O)(=O)N(C)CC(=O)O/N=C(\N)c2cccc([N+](=O)[O-])c2)cc1	98	98	94	84	0	-13	-5	-5
CC1CCN(C2CCN(C(=O)c3ccccc3F)CC2)CC1	101	106	100	108	6	-8	4	4
C=CCNC(=S)N1CCN(CCN=CC2=C(O)CC(c3ccco3)CC2=O)CC1 (stereo not drawn)	101	102	104	94	0	0	-4	-23
O=C(C1CC(=O)N(c2ccc3c(c2)OCCO3)C1)N1CCN(Cc2ccccc2F)CC1 (stereo not drawn)	101	78	105	106	-1	5	3	3
Cc1cccc(C)c1Nc1ncnc(N)c1[N+](=O)[O-]	101	99	105	103	1	1	0	8
CCOC(=O)c1cnn(CCOC(=O)Cc2cccs2)c1NC(=O)Cc1cccs1	102	107	105	99	1	3	-10	5
CC(C)CC(=O)Nc1ccccc1N1CCN(c2ccccc2)CC1	102	88	103	95	-3	3	2	13
O=C(c1c[nH]c(C(=O)C(Cl)(Cl)Cl)c1)c1ccccc1Br	99	101	107	132	0	-2	-6	20
C=C(C(=O)c1ccccc1)C(C)CC(=O)c1ccccc1 (stereo not drawn)	109	107	97	94	2	-5	-3	5
C=CCN1C(=Nc2ccccc2)SC/C1=C\C(=O)OC	98	79	99	113	12	1	-7	8
O=c1cc(O)c2c(=O)n(Cc3ccccc3)c3ccccc3c2o1	105	70	107	88	10	7	-7	4
CCCNC(=O)C1(CC2CC(c3ccccc3)=NO2)CCN(C(=O)c2ccccc2)CC1 (stereo not drawn)	100	94	93	133	3	-5	2	-5
CCC(C(=O)NC(C)(C)C)N(C(=O)Cn1nnc(-c2ccccc2F)n1)c1cnc2ccccc2c1 (stereo not drawn)	99	105	106	96	1	-3	-2	-4
CC(C)C(=O)Nc1nnc(NC(=S)Nc2ccccc2)s1	99	102	107	107	104*	-8	-9	-12
OC(CNCCc1ccc(Cl)cc1)COCc1ccco1 (stereo not drawn)	102	i	101	97	6	4	-8	12
CCOCCCNC(=O)C(NC(=O)c1ccc(NC(C)=O)cc1)c1ccc(Cl)cc1 (stereo not drawn)	99	100	102	76	-1	3	0	3
O=C(c1cccnc1)N1CCN(S(=O)(=O)c2ccc3ccccc3c2)CC1	101	110	105	104	3	-2	0	5
Cc1onc(-c2c(Cl)cccc2Cl)c1C(=O)ONC(=O)c1cc(C(F)(F)F)cc(C(F)(F)F)c1	96	116	95	104	0	-3	5	1
COc1ccc(C(C(=O)Nc2ccc(C(C)C)cc2)N(C)C(=O)c2ccc(=O)[nH]c2)cc1 (stereo not drawn)	100	100	107	102	1	-3	4	6
Cn1c(CCC(=O)Nc2ccc(F)cc2)nc2cc(S(=O)(=O)N3CCOCC3)ccc21	90	104	100	90	3	-8	6	4
C=C(C)C(=O)Nc1cccc(C2=NOC3(C2)C[C@@H](C(N)=O)N(C(=O)CC(c2ccccc2)c2ccccc2)C3)c1 (stereo partly drawn)	99	95	105	95	6	3	1	5
Cc1cc(C(=O)N2CCCC(N3CCN(c4cccc(C(F)(F)F)c4)CC3)C2)c(C)o1 (stereo not drawn)	95	101	116	106	3	-1	7	-3
COc1cc(CNCCc2ccc(S(N)(=O)=O)cc2)ccc1OCC(=O)NC(C)(C)C	101	90	83	85	49*	7	3	5
CCc1ccc2c(COC(=O)c3n[nH]c4ccccc34)cc(=O)oc2c1	96	101	102	101	16	-8	3	-7
CCc1ccc(C(=O)CSc2nnc(C3CC3)n2C2CC2)cc1	92	90	96	88	1	1	0	4
CNC[C@@H]1Oc2ccc(NS(=O)(=O)c3ccc(OC)cc3)cc2CC(=O)N([C@H](C)CO)C[C@@H]1C	.	97	.	.	-2	2	2	-51
O=c1oc2ccccc2c(N2CCCCC2)c1CN1CCCCC1	99	79	91	95	1	-1	-8	8
COc1cccc(C2C(C(=O)c3sc(C)nc3C)=C(O)C(=O)N2CCN2CCOCC2)c1 (stereo not drawn)	99	92	105	96	-1	-2	-3	1
CCOC(=O)c1c(-c2ccc(C)cc2C)csc1NC(=O)CSc1nnnn1C	101	130	102	116	3	7	-10	-4
Nc1ncnc2c1nc(Sc1ccc(Cl)cc1)n2[C@@H]1O[C@@H]2COP(=O)(O)O[C@H]2[C@H]1O	101	106	97	105	1	5	4	-24
CCOc1cc(S(=O)(=O)NCc2ccccc2)ccc1Br	98	100	101	102	-2	-1	10	24
Cc1ccc(C(C)c2c(C)c([N+](=O)[O-])cc(C)c2[N+](=O)[O-])cn1 (stereo not drawn)	105	89	108	94	-1	12	1	0
CCN(CC)c1ccc(C(=O)OCc2c(C)noc2C)cc1	92	101	98	97	3	5	7	7

Filtered by structure, those above containing fluorine (twelve)
SMILES	RPL19A-GFP yeast	Yeast superoxide	MEP2-GFP yeast	LAP4-GFP MLPCN	AHR act	proCasp3 act	proCasp7 act	GASC-1 inh
CN(CC(=O)Nc1cccc(F)c1)C(=O)c1cc([N+](=O)[O-])ccc1N1CCCCC1	103	103	106	111	7	-14	-12	0
Cc1cc(C(F)(F)F)c(C#N)c(SCC(=O)NC2CC2)n1	102	85	103	96	-4	-7	11	-3
O=C(CN(Cc1cccs1)C(=O)CNS(=O)(=O)c1ccc(F)cc1)NCc1ccco1	95	102	102	95	0	4	-6	-17&7
Cc1cc(-c2onc(C)c2C(=O)Nc2ccc(C(F)(F)F)cc2)no1	100	115	102	109	84*	3	-9	8
COc1cccc(NC(=O)CC2C(=O)NC3CCCCC3N2C(=O)c2ccc(F)cc2)c1 (stereo not drawn)	97	89	107	96	-1	3	8	-7
O=C(CCc1nc(-c2ccccc2F)no1)NCc1ccco1	93	99	97	91	-1	2	7	0
CC1CCN(C2CCN(C(=O)c3ccccc3F)CC2)CC1	101	106	100	108	6	-8	4	4
O=C(C1CC(=O)N(c2ccc3c(c2)OCCO3)C1)N1CCN(Cc2ccccc2F)CC1 (stereo not drawn)	101	78	105	106	-1	5	3	3
CCC(C(=O)NC(C)(C)C)N(C(=O)Cn1nnc(-c2ccccc2F)n1)c1cnc2ccccc2c1 (stereo not drawn)	99	105	106	96	1	-3	-2	-4
Cc1onc(-c2c(Cl)cccc2Cl)c1C(=O)ONC(=O)c1cc(C(F)(F)F)cc(C(F)(F)F)c1	96	116	95	104	0	-3	5	1
Cn1c(CCC(=O)Nc2ccc(F)cc2)nc2cc(S(=O)(=O)N3CCOCC3)ccc21	90	104	100	90	3	-8	6	4
Cc1cc(C(=O)N2CCCC(N3CCN(c4cccc(C(F)(F)F)c4)CC3)C2)c(C)o1 (stereo not drawn)	95	101	116	106	3	-1	7	-3
